# Screening results deposited in PubChem by National Center for Advancing Translational Sciences (NCATS).
# MCF10A rereplic = induces DNA re-replication in MCF 10a normal breast cells. 350,000 compounds, 2.9% hits. MCF 10A DNA re-replication, Hoechst nuclear intensity, 48 h. AID 624296. Potency, µM (doses to about 46.1 µM), inactives show top-dose activity, positive = re-replication, usual class: activators; further: potency means the concentration at half of the fitted maximal effect; % of control where 0% means no effect; nearly all actives have a fitted effect of over 50% in size
# KB-3-1 cytotox = kills parental KB-3-1 adenocarcinoma cells | KB-3-1 viability, CellTiter-Glo ATP luminescence, 72 h | Potency, µM (top dose mostly 46.1 µM), inactives show top-dose activity change, negative = cytotoxic, actives largely listed as cytotoxic | 400,000 compounds, 1.4% hits | AID 1347075; further: potency means the concentration at half of the fitted maximal effect; on the % scale 0 is the no-effect control and ±100 the full control effect; nearly all actives have a fitted effect of over 60% in size
#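 Here the drug-naive KB-3-1 line serves as comparator for MDR sub-line selectivity; cells received compound titrations, 72 h at 37 °C, then CellTiter-Glo readout.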
# HT1080-NT tox = kills 2HG-producing HT-1080-NT fibrosarcoma cells | HT-1080-NT fibrosarcoma viability, CellTiter-Glo ATP luminescence, 48 h | Potency, µM (highest dose often 46.1 µM), inactives show at the highest dose activity, negative = less viability, usual class: cytotoxic | 360,000 compounds, 1.6% hits | AID 686970;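 further: NT is the 2HG producing partner of a matched IDH1 knockdown line; potency means the concentration at half of the fitted maximal effect; 0% = DMSO-treated cells and -100% = media-only wells without cells; nearly all actives have a fitted effect of over 55% in size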
#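 Compounds were tested in concentration-response format on HT-1080-NT cells for 48 hours at 37 degrees C. Cell viability came from CellTiter-Glo luminescence; curves were classified by r2, response magnitude and activity.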
# HT1080 IDH1KD tx = HT-1080 IDH1 knockdown cell toxicity (counter line) | HT-1080 IDH1 knockdown viability, ATP luminescence, 48 h | 360,000 compounds, 2% hits | Potency, µM (series often up to 46.1 µM), for the others: top-dose activity, negative = toxicity, actives largely listed as cytotoxic;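 further: potency means the concentration at half of the fitted maximal effect; 0% = DMSO wells and -100% = cell-free medium wells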
#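 IDH1KD HT-1080 cells, 750/well, RPMI + 5% FBS; compound pinned after 2 h settling; 48 h, 37 °C; CellTiter-Glo luminescence; % activity normalised to DMSO and no-cell wells; curves fitted, classed by r2 and efficacy.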
# ATXN2 expr inh = reduces ATXN2 reporter expression in HEK-293 cells; HEK-293 ATXN2-luciferase reporter, luminescence, 24 h; Potency, µM (titrated, usually from 57 µM), for the others: at the top dose activity change, negative = inhibition, usual class: inhibitors; 360,000 compounds, 0.72% hits; further: potency means the concentration at half of the fitted maximal effect; on the % scale 0 is the no-effect control and ±100 the full control effect; nearly all actives have a fitted effect of over 55% in size
#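 qHTS (up to 57 uM final) was run with 24 h compound exposure of reporter cells at 37 °C. Each well was multiplexed: SteadyGlo luminescence measured ATXN2-luciferase expression after a fluorogenic Gly-Phe-AFC viability readout (25 uM final).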
# IL-1B inflam inh = inflammasome signaling inhibition, IL-1 beta readout | activity change, % at 57.5 µM | THP-1 LPS/ATP IL-1B secretion, AlphaLISA, 16 h; active compounds read low | 360,000 compounds, 4.7% hits; in the data active means activity change below about -50%; inconclusive means mostly about -30% to -49%; further: on the % scale 0 is the no-effect control and ±100 the full control effect
#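 Secreted IL-1B measured by AlphaLISA bead assay after 16 h compound exposure of THP-1 cells; compounds (final up to 57.5 uM) added 1 h before LPS (250 ng/mL) and ATP (1.25 mM) stimulation; lower signal means less secretion.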
# ATXN viability = reduces viability in counter-screen for ATXN expression inhibitors; S2 cells (HEK-293 line with an ATXN2-luciferase reporter) viability, CellTiter-Fluor protease fluorescence, 24 h; Potency, µM (doses to about 56.7 µM), actives largely listed as cytotoxic; 400,000 compounds, 0.49% hits; further: potency means the concentration at half of the fitted maximal effect; nearly all actives have a fitted effect of over 40% in size
# HepG2 tox = kills HepG2 cells in TGF-b inhibitor counter-screen; HepG2 CAGA-GFP viability, ATP luminescence, 18 h; Potency, µM (top dose mostly 46.1 µM), for inactives: at the highest dose activity change, negative = cytotoxicity, most hits filed as cytotoxic; 410,000 compounds, 0.76% hits; AID 588856; further: potency means the concentration at half of the fitted maximal effect; some results filed as inactive show a strong effect at the top dose
#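 CellTiter-Glo luminescence gave cytotoxicity after 18 hours at 37 degrees C. The cells were HepG2 CAGA-GFP in 1% FBS DMEM, stimulated with 500 pg/mL TGF-beta after compound addition. %Activity was normalised to no-cell wells (complete cell-killing) and DMSO (no toxicity), and curves were fitted and classified.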
# SW480 rerep = DNA re-replication induction in SW480 cells | 340,000 compounds, 1.8% hits | Potency, µM (titrated, usually from 46.1 µM), without a hit: at the highest dose re-replication activation, actives largely listed as activators | SW480 DNA re-replication, Hoechst DNA content imaging, 48 h; further: potency means the concentration at half of the fitted maximal effect; % of control where 0% means no effect; nearly all actives have a fitted effect of over 55% in size
#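 Compounds, transferred as 23 nL by pin tool, were incubated with cells for 48 hr; DNA content per nucleus was then quantified by Hoechst staining and fluorescence plate imaging.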
# Numbers without * were called inactive; i = inactive; ? = inconclusive; nt = no result given; & = joins results of further samples; [ ] = dose if it differs, or a comment. Unless noted, the call rests on the fitted dose curve; in most records, active means well fitted curve in the direction sought with a large enough effect; inconclusive means small, poorly fitted or top-dose-only effect, or another doubt; inactive means no such curve, though single readings can be large; an effect the other way counts as inactive or inconclusive.
SMILES,MCF10A rereplic,KB-3-1 cytotox,HT1080-NT tox,HT1080 IDH1KD tx,ATXN2 expr inh,IL-1B inflam inh,ATXN viability,HepG2 tox,SW480 rerep
Cc1ccc(C)n1Cc1ccccc1Cl,4.7%,-5.6%,-1.9%,-6.8%,-4.2%,-5.7,i,0.5%,2.0%
COC(=O)c1ccc2nc(-c3ccc(OC)c(OC)c3)c(Cc3ccc(C)cc3)n2c1,nt,-14.9%,?,?,1.7%,-5.5,?,-34.1%,nt
CC(C)(C)C(=O)/C=C(\N)c1ccncc1,15.2%,-2.5%,-20.8%,?,-7.8%,6.3,?,-4.4%,7.1%
O=C(NC1CCCC1)C(c1ccco1)N(C(=O)c1ccco1)c1ccc(F)cc1 (configuration not stated),-5.6%,-8.2%,-1.3%,-10.1%,5.3%,-3.4,i,4.5%,-3.5%
COc1ccc2sc3ccccc3c(=O)c2c1,?,-13.7%,7.2%,-0.4%,30.6%[activator],-0.7,i,-21.4%,?
COCNc1nc(OCC#N)nc(N(C)C)n1,5.1%,-3.6%,15.0%,14.7%,1.4%,-3.5,i,31.2%,-1.4%
Cc1nc(SC2CCOC2=O)c2c(C)c(C)sc2n1 (configuration not stated),-8.0%,-0.7%,5.0%,9.6%,-12.8%,2.8,i,-0.1%,-26.0%
O=[N+]([O-])c1cccc(-c2ccn[nH]2)c1,-4.5%,-3.2%,1.0%,-0.9%,nt,-24.9,i,4.4%,0.2%
COc1ccc2c(Sc3ccc(C)cc3)c(C(=O)NC(C)c3ccccc3)[nH]c2c1 (configuration not stated),nt,-1.1%,nt,nt,12.3%,nt,i,-4.2%,nt
CCOC(=O)CSc1nc(-c2ccccc2)ns1,-2.6%,4.7%,-0.1%,-11.6%,nt,0.0,i,-21.8%,12.2%
CC(=O)Nc1sc(N/N=C/c2ccccc2)nc1-c1ccc(C)cc1,-0.2%,14.4%,8.5%,-0.2%,13.5%,-90.2*,i,-10.2%,-4.4%
COc1ccc(CNC(=O)C2CCN(S(=O)(=O)c3ccc(F)cc3)CC2)cc1,nt,-11.0%,nt,nt,9.7%,nt,i,6.9%,nt
COc1cccc(CN(C)C(=O)CSCC(=O)Nc2ccc(C)cc2)c1OC,10.6%,-13.2%,-1.4%,-2.3%,-9.1%,-10.6,i,-7.7%,-3.3%
COC(CNC(=O)C(C)n1nc(C)c2ccccc21)OC (configuration not stated),-2.7%,-0.6%,1.9%,-0.7%,-22.2%,8.0,?,7.4%,-19.1%
CCOC(=O)Cn1nc(C)n(-c2ccc(Cl)cc2)c1=O,0.4%,-5.1%,14.9%,2.9%,-6.8%,5.5,i,-1.4%,-3.7%
COc1ccc(C2CC(c3cccc(Br)c3)=NN2c2ccc(S(N)(=O)=O)cc2)cc1 (configuration not stated),?,?,?,?,?,0.0,nt,-116.6%,?
Cc1cc(C)cc(NC(=O)Nc2c[nH]c(=O)[nH]c2=O)c1,nt,-7.0%,nt,nt,15.2%,nt,i,3.2%,nt
Cc1cc(C(=O)N/N=C/c2cccc([N+](=O)[O-])c2)c(C)n1-c1ccccc1,3.3%,-12.0%,-0.8%,-13.6%,17.5%,-16.0,i,9.0%,-5.6%
CCOC(=O)N1CCC(NC(=O)CCCN2C(=O)CSc3ncccc32)CC1,11.0%,5.7%,10.7%,9.3%,0.3%,6.3,i,-1.0%,-1.1%
CC(C)=CCN1CCN(CC#Cc2ccccc2)CC1CCO (configuration not stated),-0.9%,-3.4%,-0.8%,-8.7%,nt,23.9,i,-19.5%,-16.2%
COc1ccccc1NC(=S)NCCc1c[nH]c2ccccc12,28.1%,-6.7%,-22.2%,-15.7%,-0.9%,0.0,i,-11.8%,?
Cc1cc(C)c(NS(=O)(=O)c2ccccc2)c(C)c1,5.1%,0.8%,0.0%,-3.5%,16.9%,-7.1,i,-6.0%,6.0%
COC(=O)CN1C(=O)COc2ccc(Cl)cc21,3.4%,-2.1%,-3.6%,1.6%,1.1%,29.4,i,-39.9%,4.6%
O=S(=O)(c1cccs1)N1CCN(Cc2ccccc2)CC1,11.4%,?,3.5%,5.6%,-0.3%,11.9,i,0.7%,1.5%
Cc1nc(CNC(=O)c2ccccc2OC2CCN(S(C)(=O)=O)CC2)cs1,-10.2%,5.8%,7.2%,15.4%,2.8%,0.0,?,-6.4%,-4.9%

# One compound at a time, from the list above. Order of screens: MCF10A rereplic	KB-3-1 cytotox	HT1080-NT tox	HT1080 IDH1KD tx	ATXN2 expr inh	IL-1B inflam inh	ATXN viability	HepG2 tox	SW480 rerep
# O=S(=O)(c1cccs1)N1CCN(Cc2ccccc2)CC1 reads 11.4%	?	3.5%	5.6%	-0.3%	11.9	i	0.7%	1.5%
# COCNc1nc(OCC#N)nc(N(C)C)n1 reads 5.1%	-3.6%	15.0%	14.7%	1.4%	-3.5	i	31.2%	-1.4%

# An excerpt from above in order of molar mass, falling:
SMILES,MCF10A rereplic,KB-3-1 cytotox,HT1080-NT tox,HT1080 IDH1KD tx,ATXN2 expr inh,IL-1B inflam inh,ATXN viability,HepG2 tox,SW480 rerep
Cc1cc(C(=O)N/N=C/c2cccc([N+](=O)[O-])c2)c(C)n1-c1ccccc1,3.3%,-12.0%,-0.8%,-13.6%,17.5%,-16.0,i,9.0%,-5.6%
COC(=O)CN1C(=O)COc2ccc(Cl)cc21,3.4%,-2.1%,-3.6%,1.6%,1.1%,29.4,i,-39.9%,4.6%
Cc1ccc(C)n1Cc1ccccc1Cl,4.7%,-5.6%,-1.9%,-6.8%,-4.2%,-5.7,i,0.5%,2.0%

# Later entries:
SMILES,MCF10A rereplic,KB-3-1 cytotox,HT1080-NT tox,HT1080 IDH1KD tx,ATXN2 expr inh,IL-1B inflam inh,ATXN viability,HepG2 tox,SW480 rerep
Cc1cc(C(F)(F)F)nc(SCC(=O)NC2CC3CCC2C3)n1 (configuration not stated),9.3%,0.1%,10.8%,5.8%,21.8%,19.0,i,-8.4%,-3.8%
CCOc1cc(/C=N/NC(=O)CN2CCCCC2)ccc1OCc1ccc(Cl)cc1,?,6.3%,0.2%,5.0%,4.1%,-6.1,i,5.7%,-3.0%
Cc1ccc(C(=O)c2c(NC(=O)c3ccncc3)sc3c2CCCC3)cc1,15.3%,-0.3%,-7.1%,-11.9%,-15.0%,-14.5,i,-42.2%,2.0%
COC(=O)c1ccc(C(=O)OC)c(NC(=O)CSc2ccccn2)c1,-25.9%,-22.3%,5.3%,0.1%,3.4%,35.2,i,-2.2%,-0.8%
CN(c1ccccc1)S(=O)(=O)c1cc(C(=O)OCC(=O)c2c(N)n(C)c(=O)n(C)c2=O)ccc1Cl,3.4%,-16.2%,-7.7%,-1.0%,-13.6%,21.3,i,0.2%,-5.9%
CSc1cccc(CNC(=O)C2CCC(=O)N(CCCN3CCCC3=O)C2)c1 (configuration not stated),-0.5%,-7.6%,11.5%,1.7%,12.2%,i,i,4.9%,-26.9%
COc1ccccc1-c1ccccc1C1=CC(=O)CC(C)(C)C1=O,nt,23.3%,6.8%,4.1%,-0.9%,2.6,i,-1.6%,nt
COCCn1c(C)cc(O)c(C(c2ccccc2)N2CCCCC2)c1=O (configuration not stated),nt,9.2%,nt,nt,-0.2%,nt,i,-0.2%,nt
O=[N+]([O-])c1ccc(CSc2nnc(Cc3ccccc3)n2-c2ccc(F)cc2)cc1,0.9%,6.5%,-20.3%,-25.2%,-22.2%,0.0,?,-4.6%,nt
Brc1ccc2nc(-c3ccccc3)c(Nc3ccc4c(c3)OCO4)n2c1,nt,-6.0%,nt,nt,5.7%,nt,i,-2.5%,nt
CCN(CC)c1ccc(C2C(C(=O)Nc3ccccn3)=C(C)NC3=C2C(=O)CC(C)(C)C3)cc1 (configuration not stated),-1.3%,15.1%,-4.2%,-4.1%,5.1%,16.3,i,0.8%,3.3%
Cc1cc2c(C)nc(N/N=C/c3ccc([N+](=O)[O-])cc3)nc2o1,-5.9%,15.4%,9.3%,17.2%,-26.3%,-6.7,i,-3.7%,-8.9%
CCS(=O)(=O)N1CCN(C(=O)c2cccnc2)CC1,-0.5%,4.7%,2.0%,-0.1%,3.3%,-5.7,i,-2.5%,-4.3%
CC(=O)C1C(c2ccccc2OC(F)F)NC(=O)NC1(O)C(F)(F)F (configuration not stated),-1.9%,-12.2%,16.3%,11.1%,-3.8%,-0.6,i,-5.7%,-0.5%
CCC1CC(=O)CCN1S(=O)(=O)c1ccc(C)cc1 (configuration not stated),0.6%,0.0%,2.6%,6.0%,6.6%,-3.2,i,0.7%,-1.2%
CCN(CC(=O)Nc1ccc(NC(C)=O)cc1)C(=O)CN1C(=O)C2CCCCC2C1=O (configuration not stated),-6.0%,4.9%,-5.2%,-6.7%,10.4%,27.0,i,-0.4%,?
COC(=O)c1ccccc1NC(=O)Cc1ccccc1OC,-181.5%[0.0737 µM],-3.0%,2.6%,5.0%,0.6%,7.7,i,-4.2%,4.6%
O=C(NCCc1ccccc1)c1ccc(CS(=O)(=O)c2ccc(Cl)cc2)o1,5.6%,-14.2%,0.7%,14.5%,nt,9.7,i,-36.5%&-21.4%,0.3%
FCCCOc1ccc(/C=N/OCc2ccc(Cl)cc2)cc1,28.7%,-1.9%,10.4%,13.2%,0.2%,-6.4,i,12.2%,10.8%
Cc1cc(Cl)ccc1OC(C)C(=O)OCC(=O)Nc1ccc2[nH]c(=O)[nH]c2c1 (configuration not stated),6.1%,20.0%,5.2%,6.0%,8.7%,16.2,i,-3.1%,1.4%
CC1CCN(S(=O)(=O)c2nnc(NC(=O)c3cccc(Cl)c3)s2)CC1,0.9%,?,1.9%,4.4%,-20.9%,23.0,?,-36.8%&-33.4%,-11.5%
O=C(NC(=S)Nc1ccc(N2CCOCC2)c(Cl)c1)c1cncc(Br)c1,7.5%,14.8%,6.2%,15.0%,4.6%,14.3,i,5.5%,?
CN(C)C(CNC(=O)c1cccc(S(=O)(=O)NCc2ccccc2)c1)c1ccco1 (configuration not stated),7.2%,-3.4%,-1.3%,8.2%,3.7%,-16.8,i,-6.6%,?
